# Screens as filed in PubChem BioAssay.
# ROS inducer: ROS inducers in U2OS cancer cells, primary screen, cell-based, H2DCF-DA fluorescence | ROS induction (% of piperlongumine), % at 10 µM | U2OS ROS induction | hit rate 2% among 46,000 | AID 624156, 2012; in the data active = ROS induction above about 79%, passing the limit was not always enough;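 also: 0% = DMSO vehicle median and 100% = reference compound median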
# Active calls of the source: *. Only part of the results is shown (hit frequency here may not be typical).
Compound	ROS inducer
COc1ccc(S(=O)(=O)Nc2cccc3c2O[C@@H](CN(C)C(=O)Nc2ccc4c(c2)OCO4)[C@@H](C)CN([C@@H](C)CO)C3=O)cc1	1
CNC[C@@H]1Oc2ccc(NC(=O)CCC(F)(F)F)cc2CC(=O)N([C@@H](C)CO)C[C@@H]1C	-11
COc1ccc([N+](=O)[O-])cc1NC(=O)CCN1CCN(c2ccccc2OC)CC1	-8
COc1ccc(S(=O)(=O)N(C)C[C@H]2Oc3ccc(NS(=O)(=O)c4c(C)noc4C)cc3CC(=O)N([C@@H](C)CO)C[C@H]2C)cc1	3
C[C@@H]1CN([C@@H](C)CO)C(=O)c2cccc(NC(=O)c3cnccn3)c2O[C@H]1CN(C)Cc1ccc(C(F)(F)F)cc1	6
Cc1noc(C)c1NC(=O)Nc1ccc2c(c1)C(=O)N([C@H](C)CO)C[C@@H](C)[C@@H](CN(C)Cc1ccc(Oc3ccccc3)cc1)O2	14
C[C@H](CO)N1C[C@H](C)[C@@H](CN(C)Cc2ccccc2)Oc2c(cccc2N(C)C)C1=O	-7
CS(=O)(=O)N(CC(=O)Nc1cc(C(F)(F)F)ccc1Cl)c1ccc2c(c1)OCCO2	-9
COCCOC(=O)N1C(=O)[C@@]2(c3cc(C#CCNC(N)=O)ccc31)[C@H](C(=O)NC[C@H](O)c1ccccc1)[C@H]1C(=O)O[C@H](c3ccccc3)[C@H](c3ccccc3)N1[C@@H]2c1ccc(O)cc1	8
COc1ccc(/C=C/C(=O)O[C@@H]2[C@@H](O)[C@@H](O)[C@H](O[C@H]3[C@@H]4C=CO[C@@H](O[C@@H]5O[C@H](CO)[C@@H](O)[C@H](O)[C@H]5O)[C@@H]4[C@@]4(CO)O[C@@H]34)O[C@H]2C)cc1	2
C[C@H]1CN([C@@H](C)CO)C(=O)c2cccc(NC(=O)Nc3ccc(F)cc3)c2O[C@@H]1CN(C)Cc1ccc(C(=O)O)cc1	-10
O=C(COc1ccccc1[N+](=O)[O-])Nc1ccc2oc(-c3ccc(Cl)cc3Cl)nc2c1	16

# Remaining list, next part
Compound	ROS inducer
CC(C)C(=O)N1CCCCCC1	-7
COc1cc(C(F)(F)F)cc(C(F)(F)F)c1C(=O)NCc1cccs1	-5
COc1ccc(NC(=O)N(C)C[C@H]2Oc3ccc(NC(=O)Nc4ccc(F)cc4)cc3CC(=O)N([C@@H](C)CO)C[C@H]2C)cc1	19
Cc1ccccc1C(=O)Nc1cccc(NC(=O)COc2cc(C)c(Cl)c(C)c2)c1	-7
C[C@H](CO)N1C[C@H](C)[C@@H](CN(C)C(=O)Nc2ccc(C(F)(F)F)cc2)Oc2ccc(NS(=O)(=O)c3cccs3)cc2C1=O	-3
Cc1cc(C)c(SCC(=O)NCc2ccc3c(c2)OCO3)c(C)c1	-15
C[C@@H]1CN([C@@H](C)CO)C(=O)c2cccc(NS(C)(=O)=O)c2O[C@@H]1CN(C)S(=O)(=O)c1ccc(Cl)cc1	4
O=C(Nc1ccccc1)N1CCc2sccc2C1c1ccc(C(F)(F)F)cc1 (stereo unspecified)	7
CCC(=O)N1CCN(c2ccc(Cl)cc2NC(=O)COc2cc(C)cc(C)c2)CC1	30
CCOC(=O)c1c(C)n(CC)c2ccc(OC)cc12	-1
C[C@@H]1CN([C@@H](C)CO)C(=O)CCCn2nncc2CO[C@@H]1CN(C)Cc1ccc2cccnc2c1	15
O=C(NCc1ccccc1)c1nc2ncccn2n1	9

# (continued)
Compound	ROS inducer
O=C(NC1CCCCCCC1)c1cccs1	-4
Cc1cccc(NC(=O)C(=O)NCCCn2ccnc2)c1	-9
C[C@H](CO)N1C[C@H](C)[C@@H](CN(C)C(=O)Nc2ccc3c(c2)OCO3)Oc2ccc(NC(=O)CCN3CCOCC3)cc2C1=O	-12
COc1ccc(S(=O)(=O)N(C)CC(=O)Nc2ccc3c(c2)OCCO3)cc1OC	-16
COc1ccc(S(=O)(=O)N(CC(=O)Nc2ccccc2)C2CCCCC2)cc1Cl	-9
COc1ccc(S(=O)(=O)N(C)CCc2ccccn2)cc1	-1
C[C@H]1CN([C@@H](C)CO)C(=O)Cc2cc(NC(=O)Nc3ccc(F)cc3)ccc2O[C@@H]1CN(C)S(=O)(=O)c1ccccc1	6
O=C(N/N=C/c1c(F)c(F)c(F)c(F)c1F)c1ccccn1	117*
COc1ccc(NC(=O)Nc2ccc3c(c2)C(=O)N([C@@H](C)CO)C[C@H](C)[C@H](CN(C)Cc2ccncc2)O3)cc1	-7
COc1ccc(N2C(=O)CSC2c2cccc(OC)c2OC)cc1 (stereo unspecified)	-2
C[C@@H]1CN([C@H](C)CO)C(=O)c2cccc(NC(=O)c3ccc(-c4nccs4)cc3)c2O[C@H]1CN(C)C(=O)NC1CCCCC1	37
O=C(NCCN1CCN(C(=O)c2cccc(Br)c2)CC1)C(=O)Nc1ccc(F)cc1	2

# (further entries)
Compound	ROS inducer
Cc1ccc(CSCCC(=O)N2CCN(c3cccc(C)c3C)CC2)cc1	-13
Cc1noc(C)c1NC(=O)Nc1cccc2c1O[C@H](CN(C)S(=O)(=O)c1ccccc1)[C@@H](C)CN([C@@H](C)CO)C2=O	-6
CCC(C)NC(=O)c1ccc2c(Cl)c3c(nc2c1)CCC3 (stereo unspecified)	42
COC(=O)c1cc2ccc(OC)c(OC)c2c(=O)s1	-2
C[C@@H]1CN([C@@H](C)CO)C(=O)c2cc(NS(=O)(=O)c3ccccc3)ccc2O[C@H]1CN(C)Cc1ccc(Cl)c(Cl)c1	69
C[C@H]1CN([C@@H](C)CO)C(=O)Cc2cc(NC(=O)Nc3ccc(F)cc3)ccc2O[C@H]1CN(C)Cc1ccc(C(=O)Nc2ccccc2N)cc1	-4
Cn1c(SCC(=O)Nc2ccc(I)cc2)nnc1-c1cc2ccccc2o1	-3
O=C(CCN(Cc1ccco1)S(=O)(=O)c1ccc(Cl)cc1)Nc1ccc(Cl)cc1	-5
CC1OC(O[C@H]2CC[C@@]3(C)C(CC[C@]4(C)C3CC=C3C5CC(C)(C)CC[C@]5(C(=O)OC5OC(CO)C(OC6OC(CO)C(O)C(O)C6O)C(O)C5O)CC[C@]34C)C2(C)C)C(O)C(O)C1OC1OCC(O)(COC2OCC(O)C(OC3OCC(OC4OCC(O)(CO)C4O)C(O)C3O)C2O)C1O (stereo partly specified)	-15
CCc1ccc(CCC(=O)Nc2ccc(C)c(C)c2)o1	24
CNC[C@@H]1Oc2c(NC(=O)Nc3ccc(C(F)(F)F)cc3)cccc2C(=O)N([C@@H](C)CO)C[C@@H]1C	-3
CO[C@H](CCO)[C@H](O)c1ccc(O)c(F)c1	-10

# Three records drawn at random from those above:
Compound	ROS inducer
O=C(NC1CCCCCCC1)c1cccs1	-4
COc1ccc(NC(=O)Nc2ccc3c(c2)C(=O)N([C@@H](C)CO)C[C@H](C)[C@H](CN(C)Cc2ccncc2)O3)cc1	-7
Cc1ccccc1C(=O)Nc1cccc(NC(=O)COc2cc(C)c(Cl)c(C)c2)c1	-7

# Next records follow.
Compound	ROS inducer
O=C(Nc1ccccc1Br)c1ccccc1Oc1ccccc1	-5
C[C@@H]1CN([C@@H](C)CO)C(=O)c2cc(NC(=O)Cc3cn(C)c4ccccc34)ccc2O[C@@H]1CN(C)C(=O)Nc1ccc(F)cc1	5
Cc1noc(C)c1S(=O)(=O)N(C)C[C@@H]1Oc2c(NS(=O)(=O)c3cn(C)cn3)cccc2C(=O)N([C@@H](C)CO)C[C@@H]1C	-3
COc1ccc(CCNC(=O)c2nn3c(C(F)(F)F)cc(-c4ccccc4)nc3c2Cl)cc1OC	29
Cc1ccc(C(=O)/C=C2/NCCNC2=O)cc1	4
C[C@H](CO)N1C[C@H](C)[C@@H](CN(C)Cc2ccc(-c3ccccc3)cc2)Oc2c(NC(=O)NC3CCCCC3)cccc2C1=O	56
CNC[C@@H]1Oc2ccc(NC(=O)Nc3c(C)noc3C)cc2C(=O)N([C@@H](C)CO)C[C@@H]1C	2
C[C@H]1CN([C@@H](C)CO)C(=O)Cc2cc(NS(=O)(=O)c3ccc(F)cc3)ccc2O[C@H]1CN(C)C(=O)NC1CCCCC1	3
COc1ccc(NC(=O)Nc2ccc3c(c2)C(=O)N([C@H](C)CO)C[C@@H](C)[C@@H](CN(C)S(=O)(=O)c2cccs2)O3)cc1	-7
CCC(Sc1nc2cc(OC)c(OC)cc2c(=O)n1Cc1ccco1)C(=O)Nc1ccc(C)cc1 (stereo unspecified)	4
CCOc1ccc(Nc2nc3cc(C)ccc3cc2C)cc1	0
COc1ccc(S(=O)(=O)Nc2ccc3c(c2)C(=O)N([C@H](C)CO)C[C@H](C)[C@@H](CN(C)CC2CCCCC2)OCCCC[C@@H](C)O3)cc1	-5

# Following part.
Compound	ROS inducer
O=C(NO)c1cccc(C(=O)N/N=C/c2ccc3ccccc3n2)c1	7
CS(=O)(=O)N(CC(=O)Nc1ccc(F)c(F)c1)c1cccc(Cl)c1	9
CN=C(C)c1c(O)c2ccccc2oc1=O	4
C[C@@H]1CN([C@@H](C)CO)C(=O)c2cc(NC(=O)Nc3ccc(F)cc3)ccc2O[C@H]1CN(C)C(=O)Nc1ccc(C(F)(F)F)cc1	30
O=c1c(OC2OC(CO)C(O)C(O)C2OC2OC(CO)C(O)C(O)C2O)c(-c2ccc(O)cc2)oc2cc(O)cc(O)c12 (stereo unspecified)	-7
COc1ccc(S(=O)(=O)N(C)C[C@@H]2Oc3c(NC(=O)Nc4ccc(F)cc4)cccc3C(=O)N([C@H](C)CO)C[C@H]2C)cc1	4
Cc1ccccc1-c1nc2cc(NC(=O)c3cccc(F)c3)ccc2o1	20
COc1ccc(CN(C)C[C@@H]2Oc3c(NS(=O)(=O)c4cccs4)cccc3C(=O)N([C@@H](C)CO)C[C@@H]2C)cc1	-5
Cc1ccc(S(=O)(=O)Nc2ccc3c(c2)C(=O)N([C@@H](C)CO)C[C@H](C)[C@@H](CN(C)S(=O)(=O)c2ccc(C)cc2)O3)cc1	13
COC(=O)N1CCC(=O)Nc2ccccc21	-32
C=CCn1c2ccccc2c2nnc(SCc3ccc([N+](=O)[O-])cc3)nc21	10
COc1ccc(S(=O)(=O)Nc2c(C)nc3nc[nH]n3c2=O)cc1	2

# Next records follow.
Compound	ROS inducer
COc1ccc(NC(=O)N(C)C[C@@H]2Oc3c(NC(=O)Nc4ccc(F)cc4)cccc3C(=O)N([C@@H](C)CO)C[C@@H]2C)cc1	-4
CNC[C@H]1Oc2ccc(NC(=O)Nc3ccc4c(c3)OCO4)cc2C(=O)N([C@H](C)CO)C[C@@H]1C	0
Cc1ccccc1NC(=O)CC(C(=O)O)N1CCOCC1 (stereo unspecified)	0
O=C(N/N=C/c1cc(Br)cc(Br)c1O)c1ccccn1	-9
Cc1ccc(Cl)c(OCC(=O)Nc2sc(C)c(C)c2C(N)=O)c1	-8
CCOC(=O)c1cc(-c2nnc(-c3cccc(C)c3)o2)c(C)nc1C	15
C[C@H](CO)N1C[C@H](C)[C@@H](CN(C)Cc2ccncc2)Oc2ccc(NC(=O)Nc3ccc(F)cc3)cc2C1=O	-2
CN(C)Cc1ccc(C(=O)Oc2ccc(C(C)(C)C)cc2)cc1	21
C[C@H]1CN([C@@H](C)CO)C(=O)c2cccc(NS(=O)(=O)c3cn(C)cn3)c2O[C@H]1CN(C)Cc1ccccc1	-9
Cc1noc(C)c1S(=O)(=O)N(C)C[C@H]1Oc2ccc(NS(=O)(=O)c3ccc(Cl)cc3)cc2CC(=O)N([C@@H](C)CO)C[C@@H]1C	6
O=C(N1CCCc2ccccc21)N1c2ccccc2Sc2ccccc21	-12
COCCCN1C(=O)c2oc3ccc(Br)cc3c(=O)c2C1c1cccc([N+](=O)[O-])c1 (stereo unspecified)	-9

# Further records
Compound	ROS inducer
C[C@H]1CN([C@@H](C)CO)C(=O)c2cc(NC(=O)Cc3cn(C)c4ccccc34)ccc2O[C@H]1CN(C)Cc1ccc(Oc2ccccc2)cc1	-1
COc1ccc(NC(=O)Nc2ccc3c(c2)CC(=O)N([C@H](C)CO)C[C@@H](C)[C@@H](CN(C)CC2CC2)O3)cc1	-4
CCN=C1SC(CC(=O)Nc2cccc(C(=O)O)c2)C(=O)N1CC (stereo unspecified)	-8
C[C@@H]1CN([C@@H](C)CO)C(=O)c2cccc(NC(=O)c3ccncc3)c2O[C@H]1CN(C)C(=O)Nc1ccc2c(c1)OCO2	-12
CC(C)NC(=O)Nc1ccc2c(c1)C(=O)N([C@@H](C)CO)C[C@H](C)[C@H](CN(C)Cc1ccc(C(F)(F)F)cc1)O2	-11
Cc1noc(C)c1S(=O)(=O)N(C)C[C@@H]1Oc2ccc(NS(=O)(=O)c3ccc(F)cc3)cc2CC(=O)N([C@@H](C)CO)C[C@@H]1C	-4
C[C@@H]1CN([C@@H](C)CO)C(=O)c2cc(NC(=O)Cc3cn(C)c4ccccc34)ccc2O[C@@H]1CN(C)S(C)(=O)=O	1
C[C@@H]1CN([C@H](C)CO)C(=O)Cc2cc(NS(C)(=O)=O)ccc2O[C@H]1CN(C)Cc1ccc2c(c1)OCO2	9

# Shown field by field: four of the compounds above
C[C@@H]1CN([C@@H](C)CO)C(=O)c2cc(NC(=O)Cc3cn(C)c4ccccc34)ccc2O[C@@H]1CN(C)S(C)(=O)=O
  ROS inducer: 1
C[C@@H]1CN([C@@H](C)CO)C(=O)c2cccc(NC(=O)c3ccncc3)c2O[C@H]1CN(C)C(=O)Nc1ccc2c(c1)OCO2
  ROS inducer: -12
C[C@@H]1CN([C@H](C)CO)C(=O)Cc2cc(NS(C)(=O)=O)ccc2O[C@H]1CN(C)Cc1ccc2c(c1)OCO2
  ROS inducer: 9
C[C@H]1CN([C@@H](C)CO)C(=O)c2cc(NC(=O)Cc3cn(C)c4ccccc34)ccc2O[C@H]1CN(C)Cc1ccc(Oc2ccccc2)cc1
  ROS inducer: -1
